# AmpC inh detg: qHTS Inhibitors of AmpC Beta-Lactamase (assay with detergent). Potency, µM (series often up to 114 µM), for inactives: at the top dose activity change, negative = inhibition, most hits filed as inhibitors. P00811. AmpC hydrolysis of nitrocefin, absorbance 480 nm, 0.01% Triton. 370,000 compounds, 0.041% hits. AID 485294, 2010;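 further: potency means the concentration at half of the fitted maximal effect; 0% = no-compound wells and -100% = no-enzyme wells; nearly all actives have a fitted effect of over 25% in size; some results filed as inactive show a strong effect at the top dose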
# Target sequence (P00811 whole entry, looked up): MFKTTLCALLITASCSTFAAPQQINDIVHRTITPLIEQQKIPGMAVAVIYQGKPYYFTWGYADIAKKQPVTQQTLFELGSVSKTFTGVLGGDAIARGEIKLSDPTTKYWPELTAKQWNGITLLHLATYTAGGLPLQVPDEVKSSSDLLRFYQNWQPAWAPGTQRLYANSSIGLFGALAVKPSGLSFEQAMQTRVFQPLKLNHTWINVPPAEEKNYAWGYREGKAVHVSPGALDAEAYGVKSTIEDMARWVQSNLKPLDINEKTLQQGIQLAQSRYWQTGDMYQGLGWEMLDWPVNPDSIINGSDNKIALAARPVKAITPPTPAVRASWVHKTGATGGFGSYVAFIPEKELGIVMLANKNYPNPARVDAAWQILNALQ
#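 20 mM phosphate pH 7.0 + 0.01% (detergent screen) or 0.0001% Triton X-100; 5.3 nM AmpC reagent; cpd preinc 15 min RT; nitrocefin (800 uM stock) to start; A480 q20 s × 4 min; Activity was normalised to no-enzyme and no-compound control wells.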
# AMA1 RON2 block: qHTS for Inhibitors of AMA1-RON; Towards Development of Antimalarial Drug Lead: Primary Screen. AlphaScreen AMA1-biotinylated RON2 peptide binding. Potency, µM (series often up to 58.2 µM), for inactives: top-dose activity change, negative = inhibition, hits mostly inhibitors. Plasmodium falciparum AMA1 (3D7) - RON2 peptide interaction. 360,000 compounds, 0.2% hits. AID 720542, 2013;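 further: potency means the concentration at half of the fitted maximal effect; 0% = vehicle wells and -100% = peptide control; nearly all actives have a fitted effect of over 45% in size; some results filed as inactive show a strong effect at the top dose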
#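 AMA1 (3D7) with his tag at 25 nM final met compounds first, then biotinylated RON2 peptide at 25 nM; detection used donor plus acceptor beads, 10 µg/mL apiece, read by AlphaScreen after 30 min at room temperature.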
# FBPA Giardia inh: qHTS Assay for Inhibitors of Fructose-1,6-bisphosphate Aldolase from Giardia Lamblia; A8B2U2; purified Giardia FBPA; Potency, µM (doses to about 59.6 µM), inactives show top-dose activity, negative = inhibition, hits mostly inhibitors; 290,000 compounds, 0.71% hits; AID 2451, 2010; further: potency means the concentration at half of the fitted maximal effect; nearly all actives have a fitted effect of over 55% in size
# Target sequence (A8B2U2 whole entry, looked up): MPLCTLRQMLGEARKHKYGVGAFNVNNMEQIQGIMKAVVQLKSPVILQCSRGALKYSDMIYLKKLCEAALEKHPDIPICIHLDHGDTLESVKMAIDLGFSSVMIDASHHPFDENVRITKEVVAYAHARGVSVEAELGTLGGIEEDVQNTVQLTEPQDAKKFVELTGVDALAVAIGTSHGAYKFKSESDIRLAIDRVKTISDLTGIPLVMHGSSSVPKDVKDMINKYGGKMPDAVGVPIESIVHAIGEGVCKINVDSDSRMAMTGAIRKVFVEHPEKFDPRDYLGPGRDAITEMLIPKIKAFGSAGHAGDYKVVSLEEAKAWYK
#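 40 nM FBPA preincubated 10 min at RT with compound (up to 57.5 uM final), then substrate plus GAPDH/TPI/NAD/arsenate coupling and diaphorase/resazurin added. Fluorescence read after 20 min at RT, 525/598 nm.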
# AmpC no deterg: qHTS Inhibitors of AmpC Beta-Lactamase (assay without detergent); P00811; AmpC nitrocefin hydrolysis, absorbance 480 nm, 0.0001% Triton; Potency, µM (titrated, usually from 57.1 µM), for inactives: at the top dose activity change, negative = inhibition, actives largely listed as inhibitors; 330,000 compounds, 0.52% hits;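 further: potency means the concentration at half of the fitted maximal effect; plate controls were no compound for no effect and no enzyme for full effect; nearly all actives have a fitted effect of over 20% in size; some results filed as inactive show a strong effect at the top dose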
#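 20 mM phosphate pH 7.0 + 0.01% (detergent screen) or 0.0001% Triton X-100; 5.3 nM AmpC reagent; cpd preinc 15 min RT; nitrocefin (800 uM stock) to start; A480 q20 s × 4 min; Activity was normalised to no-enzyme and no-compound control wells.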
# Sm TGR inh: qHTS Assay for the Inhibitors of Schistosoma Mansoni Peroxiredoxins; Potency, µM (doses to about 114 µM), for inactives: top-dose activity change, negative = inhibition, actives largely listed as inhibitors; 360,000 compounds, 3% hits; purified TGR, DTNB reduction, TNB absorbance 405 nm; Schistosoma mansoni thioredoxin glutathione reductase (TGR), Q962Y6; further: potency means the concentration at half of the fitted maximal effect; nearly all actives have a fitted effect of over 60% in size
#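 Kinetic colorimetric format: TGR-catalysed, NADPH-driven DTNB reduction monitored via TNB absorbance. Enzyme dispensed at 20 nM; compound exposure 15 min at room temperature before reaction start.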
# HCMV antiviral: qHTS Assay for inhibitors of the human cytomegalovirus (HCMV); HFF cells, HCMV-luciferase reporter, 72 h; hits give low values; activity change, negative = inhibition, % at 57.5 µM; 410,000 compounds, 4.5% hits; in the data active means activity change below about -60%; inconclusive means no clear call, values can overlap the other calls; inactive means above about -39%
#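 Compounds were evaluated in HFFs infected with an HCMV luciferase reporter virus (MOI 1 PFU/cell). Luciferase in lysates collected 72 h post infection served as the replication measure.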
# The depositor's hits bear a star; ? = inconclusive; / = no result given; & = joins results of further samples; [ ] = remark or other dose. Unless noted, the call rests on the fitted dose curve; in most records, active means well fitted curve in the direction sought with a large enough effect; inconclusive means small, poorly fitted or top-dose-only effect, or another doubt; inactive means no such curve, though single readings can be large; an effect the other way counts as inactive or inconclusive. Unless noted, on the % scale 0 is the no-effect control and ±100 the full control effect.
SMILES,AmpC inh detg,AMA1 RON2 block,FBPA Giardia inh,AmpC no deterg,Sm TGR inh,HCMV antiviral
COc1ccc(COC(=O)CNC(=O)C2CCCCC2)cc1F,/,11%,/,-15%,/,29
Cc1noc(C)c1S(=O)(=O)NCc1cccc(Cl)c1,3%,2%,/,-15%,-12%,1
COc1cc(C)ccc1OCCOCCOc1cc(C)c(C)cc1Br,7%,55%[activator],-1%,1%,5%,-3
CCCc1nnc(NC(=O)CCC(=O)NCc2ccccc2Cl)s1,-6%,0%,/,9%,5%,9
COc1ccc(NC(=O)c2cc3nc(-c4ccc(Cl)c(Cl)c4)cc(C(F)(F)F)n3n2)c(OC)c1,-2%,/,/,/,-7%,7
COc1ccc(OCCC(=O)OCC(=O)NCc2ccccc2)cc1,-1%,9%,3%,-7%,-13%,4
COc1cccc(CNC(=O)CCCn2ncn3c(cc4occc43)c2=O)c1OC,-3%,/,/,/,-1%,-9
Cc1cc(C)c(C(=O)COC(=O)C2CCN(c3ccc(C(F)(F)F)cn3)CC2)c(C)c1,8%,13%,/,-10%,3%,52
Cc1nn(-c2ccccc2)c2c1N(CCCC(=O)NCc1ccc(OC(C)C)cc1)C(=O)CS2,4%,/,/,/,-11%,?
CCC1CCCCN1S(=O)(=O)c1ccc(NC(=O)c2nc(S(C)(=O)=O)ncc2Cl)cc1 (centres undefined),?,-8%,9%,-5%,2µM*,-113*
CCCN1C(=O)S/C(=C/c2ccc(N3CCOCC3)o2)C1=O,-12%,-6%,?,44%,1.4µM*,-79*
CCOC(=O)CSc1nc2sc(C)c(C)c2c(=O)n1N,0%,-28%,1%,-28%,8%,-37
O=S(=O)(c1ccc(SCCOc2ccccc2Cl)nc1)N1CCCC1,1%,21%,/,-12%,8%,-8
COc1ccccc1C(C#N)N1N=C(C)CC1c1ccccc1 (centres undefined),2%,7%,-7%,-15%,3%,41
Cc1ccc(C)c(S(=O)(=O)N2CCCOC2CNC(=O)C(=O)NCCCN2CCOCC2)c1 (centres undefined),3%,-12%,/,35%,8%,?
Cc1cc(NC(=O)CN2CCN(c3ncccn3)CC2)no1,-8%,-7%,-5%,-4%,3%,-3
O=Cc1c(NCc2cccc(F)c2)c2ccccc2[nH]c1=O,?,-15%,1%,97%,5%,11
Cc1cc2oc(=O)cc(-c3ccccc3)c2c(C)c1-c1ccc(CO)cc1,/,-14%,21%[89.2 µM],-20%,/,-37
CCN(CC(=O)Nc1c(F)cccc1F)C(=O)C1CCC1,?,3%,/,-2%,0%,-3
CC1=NN(Cc2ccccc2)C(=O)/C1=C/c1ccc(N(C)C)cc1,6%,?,-4%,0%,15%,-62*
COC(=O)C1=C(NC(=O)c2cccc(OC)c2)CCS1,4%,11%,-2%,-3%,-22%,80
CN(CCCN1CCOCC1)Cc1cn(C)nc1-c1ccccc1F,-12%,0%,5%,-19%,-24%,15
Cc1csc(NC(=O)CSc2nnc(NC(=O)NC(C)(C)C)s2)n1,-11%,0%,/,-35%,0%,0
CCN1CCN(c2ccc(S(=O)(=O)N3CCOCC3)cc2NC(=O)/C=C/c2ccc(OC)c(OC)c2)CC1,0%,-1%,/,134%[activator],0%,-9
COc1ccc(/C(C)=N/NC(=S)Nc2cc(C)ccc2C)cc1,7%,88%[activator],?,-42%,9%,?
CCCCC(NC(C)=O)c1nc2ccccc2n1CCC (centres undefined),0%,6%,2%,1%,-18%,-1
N#CC(C#N)=C1C=CC=CN1/C(=C\c1ccco1)C(=O)c1ccccc1,-3%,-17%,-5%,-29%,2.8µM*,-100*
CC(=O)c1ccc(N2CCN(C(=O)Cn3c(=S)[nH]c4ncccc4c3=O)CC2)cc1,-4%,/,-3%,-19%,1%,/
COc1ccc(Cl)cc1NC(=O)C/C(C)=N/NC(=O)Cc1ccccc1,-6%,99%[activator],-9%,69%[activator],7%,115
COc1ccc(CCC(=O)Nc2cccc(S(=O)(=O)N3CCCC3)c2)cc1OC,6%,-9%,/,-29%,-4%,-22
Cc1ccccc1NC(=O)c1c([N+](=O)[O-])cnn1C,4%,0%,0%,-12%,0%,11
CNC(=O)c1ccc(-c2nc(CN3CCc4ccccc43)c(C)o2)cc1,5%,/,/,/,-5%,18
COc1ccc(CC(=O)NCCc2csc3nc(-c4ccccc4F)nn23)cc1,1%,/,/,/,7%,-9
O=C(Nc1nccs1)c1ccc(CSc2nnnn2-c2ccccc2)cc1,4%,26%,2%,-11%,2%,?
COc1ccc2nc(NC(=O)CSc3nccc(C)n3)sc2c1,-3%,-6%,3%,-39%,4%,?
NC(=O)CC(NC(=O)Cc1cccc2ccccc12)c1ccc(N2CCC(N3CCCC3)CC2)c([N+](=O)[O-])c1 (centres undefined),-14%,-1%,7%,28%,-17%,-15

# Some of these compounds in order of SMILES length, falling:
SMILES,AmpC inh detg,AMA1 RON2 block,FBPA Giardia inh,AmpC no deterg,Sm TGR inh,HCMV antiviral
COc1ccc(CCC(=O)Nc2cccc(S(=O)(=O)N3CCCC3)c2)cc1OC,6%,-9%,/,-29%,-4%,-22
COc1ccc(Cl)cc1NC(=O)C/C(C)=N/NC(=O)Cc1ccccc1,-6%,99%[activator],-9%,69%[activator],7%,115
Cc1ccccc1NC(=O)c1c([N+](=O)[O-])cnn1C,4%,0%,0%,-12%,0%,11
COc1ccc2nc(NC(=O)CSc3nccc(C)n3)sc2c1,-3%,-6%,3%,-39%,4%,?
CCCCC(NC(C)=O)c1nc2ccccc2n1CCC (centres undefined),0%,6%,2%,1%,-18%,-1

# (listing goes on)
SMILES,AmpC inh detg,AMA1 RON2 block,FBPA Giardia inh,AmpC no deterg,Sm TGR inh,HCMV antiviral
CCn1c(SCC(=O)c2ccccc2)nc2sc3c(c2c1=O)CCN(C)C3,-9%,-11%,-1%,98%[activator],18µM*,-34
CCN(CC)CCN(C(=O)c1ccc(Br)s1)c1nc2cc3c(cc2s1)OCCO3,-1%,0%,-8%,-18%,0%,-1
Clc1ccc(-c2noc(CCCc3ccccc3)n2)cc1,?,13%,8%,-21%,-26%,-10
CCn1c(SCC(=O)Nc2nncs2)nnc1-c1ccco1,-3%,8%,-8%,-9%,-23%,3
CCC1CCCCN1C(=O)c1ccc(OC)c(OC2CCN(C(C)C)CC2)c1 (centres undefined),-4%,1%,3%,39%,-21%,4
O=C(NCc1ccncc1)c1nnc(Cc2c(F)cccc2Cl)o1,0%,20%,17%,-2%,-4%,27
Oc1c(CN2CCCCC2)cc(COCc2ccccc2)c2cccnc12,?,-61%,5%,2%&24%,35µM*,-96*
COc1ccccc1C(=O)NC(CCSC)C(=O)OCC(=O)N1CCCC1=O (centres undefined),2%,3%,/,0%,-4%,-5
COc1ccc(CCNC(=O)CN(c2ccccc2OC)S(C)(=O)=O)cc1,3%,15%,2%,0%,-1%,-18
Oc1ccc(Cl)cc1Cc1cc(Cl)ccc1O,-4%,3%,-1%&2%,4%,-4%,-89*
c1ccc2c(c1)nc(N1CCOCC1)c1nncn12,?,0%,2%,-17%,-1%,-16
CCC(C)NC(=O)C1c2cc(OC)c(OC)cc2C(=O)N(C)C1c1ccc(OC)cc1 (centres undefined),-9%,-7%,-4%,2%,-1%,0
O=S1(=O)N=C2CCCN2C(c2ccc(F)cc2)N1 (centres undefined),-11%,20%,4%,-18%,10%[11.4 µM],?
COc1ccc(CCNC(=O)C(=O)NCC2OCCN2S(=O)(=O)c2cccs2)cc1 (centres undefined),-14%,14%,-6%,-12%,0%,-3
COC(=O)CN(c1ccccc1[N+](=O)[O-])S(=O)(=O)c1ccccc1,-9%,10%,-2%,-6%,/,-16
CCOC(=O)/C=C1\CC(=O)Nc2cc(C)c(C)cc2N1,?,9%,1%,/,-4%,12
CCOC(=O)C1=C(C)NC(=S)NC1c1cccs1 (centres undefined),?,21%,10%,-17%,-9%,10
Cc1ccc(CSCC(=O)Nc2cc(S(=O)(=O)N3CCOCC3)ccc2OC(C)C)cc1,-15%,-5%,/,72%[activator],-5%,-13
CSc1nnc(C)c(=O)n1COC(=O)COc1ccccc1F,-1%,-26%,4%,-27%,2%,-3
CCOc1ccccc1NC(=O)NCCN1CCCCC1,1%,7%,-5%,-1%,-29%,53
Cc1ccc(CN2CCN(/N=C/c3cc(Br)cc(Br)c3O)CC2)cc1,3%,-5%,-1%,6%,-4%,-25
CN(C(=O)c1ccc(C#N)cc1)c1nnc(-c2cnccn2)s1,?,12%,3%,2%,4%,-27
COc1cc(NS(=O)(=O)c2ccc(Br)cc2)c(OC)cc1NC(=O)c1ccco1,0%,10%,-29%,-32%,-29%,-5
NP(=O)(OCCCc1ccccc1)Oc1ccc(Cl)cc1 (centres undefined),-14%,-4%,7%,18%,-3%,27

# Copied from the listing for reference:
SMILES,AmpC inh detg,AMA1 RON2 block,FBPA Giardia inh,AmpC no deterg,Sm TGR inh,HCMV antiviral
COc1cccc(CNC(=O)CCCn2ncn3c(cc4occc43)c2=O)c1OC,-3%,/,/,/,-1%,-9
Cc1cc(C)c(C(=O)COC(=O)C2CCN(c3ccc(C(F)(F)F)cn3)CC2)c(C)c1,8%,13%,/,-10%,3%,52

# (cont.)
SMILES,AmpC inh detg,AMA1 RON2 block,FBPA Giardia inh,AmpC no deterg,Sm TGR inh,HCMV antiviral
COc1ccc(-c2cc(C(=O)N3CCN(c4ccccc4)CC3)c3ccccc3n2)cc1OC,-3%,-2%,-7%,140%[activator],-1%,133
Cc1cc2oc(=O)cc(-c3ccccc3)c2c(C)c1-c1ccc(C#N)cc1,/,-4%,5%[89.2 µM],-28%,/,10
O=S(=O)(c1ccc(F)c(F)c1F)N1CCN(C(=S)NCc2ccccc2)CC1,1%,-18%,-1%,-45%,5%,7
CN(C)C(=O)CN1CCN(c2nc3nonc3nc2N2CCCCC2)CC1,10%,-5%,-3%,-8%,-24%,71
O/N=C/c1ccc2cccc(O)c2n1,-5%,108%[activator],7.1µM*,-5%,-12%,-7
CC(c1ccc(F)cc1)n1c(-c2cccs2)n[nH]c1=S (centres undefined),4%,54%[activator],-7%,-30%,/,-33

# Compound activity deposited in PubChem BioAssay by National Center for Advancing Translational Sciences (NCATS).
